# From PubChem
# DUSP3 inh: inhibitors of human VHR1 phosphatase (DUSP3); P51452; recombinant VHR phosphatase, pNPP absorbance; inhibition, % at 13.3 µM; 290,000 compounds, 0.52% hits; AID 1654; in the data active = inhibition above about 50%; also: some compounds called inactive have numbers as strong as hits
# Target sequence (P51452 whole entry, looked up): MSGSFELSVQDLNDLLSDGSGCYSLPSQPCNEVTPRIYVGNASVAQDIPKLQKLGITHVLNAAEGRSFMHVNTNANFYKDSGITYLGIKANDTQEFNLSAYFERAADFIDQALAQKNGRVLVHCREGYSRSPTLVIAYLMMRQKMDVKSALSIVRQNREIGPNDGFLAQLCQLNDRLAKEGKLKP
# Rv3671c inh: inhibitors of M. tuberculosis serine protease Rv3671c; inhibition, % at 5.96 µM; 320,000 compounds, 0.048% hits; in the data active = inhibition above about 38%;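 also: extracellular domain of Rv3671c used as enzyme; 0% = enzyme with DMSO and 100% = no enzyme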
# Target sequence (P9WHR9 whole entry, looked up, the tested form may be a part): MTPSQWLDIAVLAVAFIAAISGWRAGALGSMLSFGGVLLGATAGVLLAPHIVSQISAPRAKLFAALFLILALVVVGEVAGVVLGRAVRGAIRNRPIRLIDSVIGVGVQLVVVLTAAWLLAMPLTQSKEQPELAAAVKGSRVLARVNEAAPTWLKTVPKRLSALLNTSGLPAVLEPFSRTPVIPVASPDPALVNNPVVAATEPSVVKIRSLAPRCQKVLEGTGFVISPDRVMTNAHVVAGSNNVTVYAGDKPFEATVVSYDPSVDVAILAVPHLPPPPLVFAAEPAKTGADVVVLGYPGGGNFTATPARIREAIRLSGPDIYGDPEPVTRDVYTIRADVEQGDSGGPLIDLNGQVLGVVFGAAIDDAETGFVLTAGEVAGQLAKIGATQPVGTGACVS
# MazF activator: increases E. coli MazEF RNase cleavage of RNA; P0AE70; FAM/BHQ RNA-DNA oligo cleavage fluorescence, 5 h; activation, % at 20 µM; 350,000 compounds, 0.32% hits; AID 504720; in the data active = activation above about 50%
# Target sequence (P0AE70 whole entry, looked up): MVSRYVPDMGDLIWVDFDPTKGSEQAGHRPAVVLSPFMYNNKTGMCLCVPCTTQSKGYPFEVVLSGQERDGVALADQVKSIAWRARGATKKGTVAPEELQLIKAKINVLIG
# BioA inh: blocks M. tuberculosis BioA enzyme activity; inhibition, % at 9.99 µM; 360,000 compounds, 0.096% hits; AID 602481; purified M. tuberculosis BioA enzyme, plate reader; in the data active = inhibition above about 40%
# Mtb FBA inh: inhibitors of M. tuberculosis fructose-bisphosphate aldolase; 360,000 compounds, 2.3% hits; inhibition, % at 1 µM; P9WQA3; purified M. tuberculosis FBA, fluorescence read-out; in the data active = inhibition above about 27%;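 also: 0% = vehicle and 100% = reference inhibitor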
# Target sequence (P9WQA3 whole entry, looked up): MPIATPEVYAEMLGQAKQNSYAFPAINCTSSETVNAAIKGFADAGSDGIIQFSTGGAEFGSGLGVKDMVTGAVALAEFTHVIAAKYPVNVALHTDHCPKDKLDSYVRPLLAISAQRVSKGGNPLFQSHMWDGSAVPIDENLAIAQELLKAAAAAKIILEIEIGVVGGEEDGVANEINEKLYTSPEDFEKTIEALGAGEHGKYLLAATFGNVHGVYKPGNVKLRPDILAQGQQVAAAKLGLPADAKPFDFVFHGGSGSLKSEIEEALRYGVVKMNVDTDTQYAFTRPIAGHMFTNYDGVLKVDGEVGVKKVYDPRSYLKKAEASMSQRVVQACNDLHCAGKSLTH
# SARS 3CLpro inh: SARS-CoV 3CLpro protease inhibition; recombinant SARS-CoV 3CLpro, quenched FRET peptide cleavage; inhibition, % at 6 µM; P0C6X7; 290,000 compounds, 0.14% hits; in the data active = inhibition above about 12%
# Vc quorum ag: quorum light induction in luxS cqsA deficient V. cholerae | V. cholerae BH1578 lux reporter, luminescence, 6 h | AID 588436 | 350,000 compounds, 0.16% hits | activation, % at 18.7 µM; in the data active = activation mostly above about 9.7%, no sharp cut-off; also: not every result past the cut was called active; inactives centre near 0; reference of the scale not given here
# PriA SSB inh: K. pneumoniae PriA-SSBct interaction inhibition | 430,000 compounds, 0.6% hits | inhibition, % at 33 µM | AlphaScreen SSBct-PriA binding, biotinylated peptide; in the data active = inhibition mostly above about 37%, no sharp cut-off; inactive = mostly below about 20%;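 also: plate controls were negative control peptide for no effect and reference peptide for full effect; strong numbers were not always called active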
# GDH-TPI counter: GDH-TPI coupled enzyme inhibition counter-screen; GDH-TPI coupled enzyme counterscreen, NADH absorbance; 360,000 compounds, 1.2% hits; inhibition, % at 4.8 µM; AID 588335; in the data active = inhibition above about 30%;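 also: 0% = DMSO wells and 100% = wells lacking the enzyme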
# UGM FP inh: inhibitors of M. tuberculosis UDP-galactopyranose mutase; P9WIQ1; purified UGM, fluorescence polarization probe displacement; inhibition, % at 10 µM; 320,000 compounds, 0.06% hits; in the data active = inhibition above about 10%, passing the limit was not always enough
# * hit, by the source's call; i = inactive; nt = no result given; & = joins results of further samples. An excerpt (hit frequency here may not be typical).
entry	canonical_smiles	DUSP3 inh	Rv3671c inh	MazF activator	BioA inh	Mtb FBA inh
1	CCOC(=O)C1=C(CN2CCN(c3ccc(F)cc3)CC2)NC(=O)NC1c1cccs1 (configuration not stated)	6	-3	-2	0.0	-3
2	COC(=O)c1ccc(-c2nc(CN3CCN(Cc4cccc(C)c4)CC3)c(C)o2)cc1	20	0	5	-0.9	13
3	C=CCNC(=S)NC(CC(=O)OC)c1ccc2c(c1)OCO2 (configuration not stated)	13	3	5	nt	-1
4	COc1ccccc1-c1cc(C(=O)NCCc2ccccc2)no1	-34	-10	0	nt	6
5	Cc1c(C(=O)C(=O)N2CCCc3ccccc32)c2ccccc2n1C	21	0	3	nt	-1
6	CCOC(=O)C1=C(N)N2C(=O)C(C)SC2=C(C(=O)OC)C1c1ccccc1OC (configuration not stated)	-8	2	-7	-1.8	5
7	COc1ccc2oc(C)c(C(N)=O)c2c1	8	3	1	-0.5	0
8	COc1ccc(NC(=O)c2ccc3c(c2)CCN3S(=O)(=O)c2ccccc2)c(OC)c1	21	-15	0	0.6	-1
9	COc1ccc(C(=S)N2CCN(c3cccc(Cl)c3)CC2)cc1	21&23	4	7	-1.4	1
10	CCCCCC(=O)N1CC2(CC(c3cccc(NC(=O)CC(c4ccccc4)c4ccccc4)c3)=NO2)C[C@@H]1C(N)=O (some centres not stated)	15	-37	-6	-1.3	4
11	O=C(Nc1ccccc1N1CCOCC1)c1cccc2c(Br)cccc12	22	-5	-1	-3.0	0
12	COc1ccc(C(=S)Nc2ccc(N(C)C)cc2)cc1	11	-18	3	2.1	-1
13	O=C(O)C1CC1C(=O)Nc1nc2c(Cl)cccc2s1 (configuration not stated)	7	2	12	nt	2
14	Cc1ccc(NS(=O)(=O)c2cc(C(=O)Nc3cccnc3)ccc2C)cc1	7	nt	5	20	1
15	CCn1c(C)c(C)c2cc(C(=O)NCCCN3CCCCC3C)ccc21 (configuration not stated)	73	-10	14	-1.7	-1

entry	SARS 3CLpro inh	Vc quorum ag	PriA SSB inh	GDH-TPI counter	UGM FP inh
1	4	nt	-5	0	0.6
2	0	0.4	-9	3	0.6
3	6	1.4	-8	4	3.8
4	0	i	-3	-2	0.9
5	2	-0.7	-3	24	-1.4
6	2	-0.6	-18	6	2.0
7	-5	-0.3	-16	-4	-1.6
8	0	-0.2	4	1	-2.0
9	-6&-2	-0.5	1	6	-1.4
10	nt	-0.6	-2	-1	0.2
11	5	i	-6	7	-0.5
12	3	-0.4	-3	9	0.6
13	5	i	5	3	-1.0
14	-3	-0.5	13	4	-5.4
15	-3	-0.5	9	7	-0.7

# Another view of some results above:
[2] COC(=O)c1ccc(-c2nc(CN3CCN(Cc4cccc(C)c4)CC3)c(C)o2)cc1
  DUSP3 inh: 20
  Rv3671c inh: 0
  MazF activator: 5
  BioA inh: -0.9
  Mtb FBA inh: 13
  SARS 3CLpro inh: 0
  Vc quorum ag: 0.4
  PriA SSB inh: -9
  GDH-TPI counter: 3
  UGM FP inh: 0.6
[3] C=CCNC(=S)NC(CC(=O)OC)c1ccc2c(c1)OCO2 (configuration not stated)
  DUSP3 inh: 13
  Rv3671c inh: 3
  MazF activator: 5
  BioA inh: nt
  Mtb FBA inh: -1
  SARS 3CLpro inh: 6
  Vc quorum ag: 1.4
  PriA SSB inh: -8
  GDH-TPI counter: 4
  UGM FP inh: 3.8

# (cont.)
entry	canonical_smiles	DUSP3 inh	Rv3671c inh	MazF activator	BioA inh	Mtb FBA inh
16	CC(N)Cc1c[nH]c2ccc(O)cc12 (configuration not stated)	nt	nt	6	5.5	-2
17	Cc1ccc(NC(=O)CSCC(=O)N(C)CC(=O)Nc2ccccc2C(F)(F)F)cc1	nt	nt	3	1.1	-2
18	CN(C(=O)CN1C(=O)/C(=C/c2ccccc2F)SC1=S)C1CCS(=O)(=O)C1 (configuration not stated)	21	-14	-2	-1.3	3
19	COc1cccc(NC(=O)c2ccc3c(c2)CCN3S(C)(=O)=O)c1	6	-6	6	1.3	-1
20	CCCn1c(N)c(N(CCOC)C(=O)c2cccc(C(F)(F)F)c2)c(=O)[nH]c1=O	-19	-8	7	0.5	1
21	O=C(Nc1ccc(C(O)c2ccccc2)cc1)[C@@H]1O[C@H](CO)[C@H](O)[C@H](O)[C@H]1O (some centres not stated)	nt	nt	nt	-0.7	-3
22	Cn1c(=O)oc2cc(S(=O)(=O)NCCC(=O)N3CC=C(c4ccccc4)CC3)ccc21	11	6	6	3.3	2
23	COc1ccc([C@H]2CC(=O)C=C(c3cc(F)ccc3F)C2)cc1OC	nt	-6	7	4.5	-5
24	Cc1ccc(NC(=O)c2ccc(C#CC3(O)CCCCC3)cc2)cc1C	-8	-1	-2	nt	2
25	COc1cc(C(=O)O)nc2ccccc12	6	-7	-1	0.2	1
26	CCC(=O)NC(c1ccccc1)c1nc2ccccc2[nH]1 (configuration not stated)	-4	-2	6	1.2	-3
27	O=C(O)C1Cn2c(nc3c(c2=O)C2(CCCC2)Cc2ccccc2-3)S1 (configuration not stated)	14	-12	-3	-0.2	35*
28	C[C@H](NS(=O)(=O)c1ccc(Cl)cc1)C(=O)OCC(=O)c1ccc[nH]1	21	11	-4	-1.2	6
29	COc1cc2cc(C(=O)N/N=C/c3cccc(OC)c3OC)[nH]c2cc1OC	58*	nt	9	5.7	1
30	CCS(=O)(=O)N1CCCC(C(=O)NCc2ccc3c(c2)OCO3)C1 (configuration not stated)	1	-6	7	5.1	0

entry	SARS 3CLpro inh	Vc quorum ag	PriA SSB inh	GDH-TPI counter	UGM FP inh
16	nt	i	6	8	nt
17	nt	-2.5	-11	-6	nt
18	3	-0.3	0	9	2.6
19	-1	0.3	-20	8	1.5
20	-3	-0.4	1	-4	1.1
21	nt	i	nt	6	nt
22	-1	-0.3	-10	6	-1.2
23	nt	-1.6	8	0	2.0
24	4	-3.0	-12	17	-4.1
25	3	11	-4	3	-2.1
26	0	-0.4	-17	3	-5.8
27	7	-0.3	-9	8	1.2
28	-5	-4.2	5	25	2.0
29	-3	1.5	nt	54*	3.3
30	3	nt	-6	-2	0.8

# Remaining list, next part:
entry	canonical_smiles	DUSP3 inh	Rv3671c inh	MazF activator	BioA inh	Mtb FBA inh
31	CC(=O)C1=C(C)OC(N)=C(C#N)C1c1cccc([N+](=O)[O-])c1 (configuration not stated)	6	-4	-7	nt	1
32	CC(C)=CCN1CCN(Cc2c[nH]c3ccccc23)CC1CCO (configuration not stated)	6	-10	8	0.2	3
33	COc1ccc(CCN2CC(C(=O)NCc3cc(C)on3)CCC2=O)cc1 (configuration not stated)	2	nt	15	-2.8	1
34	CC(O)(c1ccccc1)c1nc(-c2ccc(Cl)cc2)cs1 (configuration not stated)	nt	nt	nt	-0.3	7
35	NC(=O)c1ccccc1NC(=O)Nc1ccccc1Cl	1	0	7	nt	13
36	Cc1[nH]c2c(C)cccc2c1CCNS(=O)(=O)c1cccc([N+](=O)[O-])c1	-5	-3	4	nt	0
37	Cc1ccc2oc(C(=O)NCc3ccc(S(N)(=O)=O)cc3)cc(=O)c2c1	16	-9	3	13	0
38	CCOC(=O)c1cnc(SCC(C)C)nc1N	0	-7	6	-1.3	0
39	Cc1ccc(CCc2nnc(SCC(=O)Nc3cc(Cl)ccc3Cl)n2-c2ccccc2)o1	8	-9	-5	nt	1
40	Cc1ccc(OCC(=O)Nc2ccc(-c3nc4ncccc4o3)cc2)cc1	0	-4	-67	-2.5	3
41	COc1ccccc1CC(=O)N1CCCc2cc(C)ccc21	-2	-3	0	-0.4	1
42	COc1cc(NC(=O)CN(C)S(=O)(=O)c2ccc3nc(C)sc3c2)cc(OC)c1	29	-5	8	-0.4	-2
43	N#Cc1cccc(NC(=O)c2cc(C3CCCCN3C(=O)CCc3ccccc3)on2)c1 (configuration not stated)	nt	nt	nt	0.8	-2
44	Cc1oc(-c2ccc(Cl)cc2)nc1CSCC(=O)NCCCN1CCOCC1	21	0	1	-1.8	5
45	O=C(Cn1cc2c(n1)CCCCC2)NCc1ccccc1	0	0	6	1.2	2

entry	SARS 3CLpro inh	Vc quorum ag	PriA SSB inh	GDH-TPI counter	UGM FP inh
31	0	-0.4	-5	0	0.3
32	-1	0.3	-1	-1	1.6
33	-2	-0.4	0	8	nt
34	nt	-0.4	nt	14	nt
35	5	-0.2	4	10	-0.6
36	1	-0.3	14	0	-0.3
37	3	i	0	-3	-1.0
38	7	i	-11	4	-0.4
39	1	i	10	5	nt
40	-1	-0.4	-17	-8	-3.5
41	3	1.3	-17	-9	0.0
42	4	-0.6	-10	10	4.9
43	nt	-0.1	nt	2	nt
44	0	-0.2	-7	3	1.3
45	nt	-0.9	-2	6	0.1

# Next part.
entry	canonical_smiles	DUSP3 inh	Rv3671c inh	MazF activator	BioA inh	Mtb FBA inh
46	COc1ccccc1N1CC(C(=O)OCC(=O)c2c(N)n(C)c(=O)n(C)c2=O)CC1=O (configuration not stated)	nt	nt	-5	-1.2	1
47	CNC(=O)c1[nH]cnc1C(=O)Nc1ccccc1OC	-14	-2	4	3.0	3
48	COC(=O)C1CCN(CC(=O)Nc2ccc(OC)c(Cl)c2)CC1	-7	2	2	nt	3
49	Cc1ccnc(NC2(C(F)(F)F)N=C3SCCN3C2=O)c1 (configuration not stated)	29	7	-1	nt	-5
50	COc1cccc(-n2c(=S)[nH]c3ccccc3c2=O)c1	15	-1	-17	nt	-1
51	CC1(C)c2cc(Cl)ccc2-n2c1cc(O)c(-c1ccccc1)c2=O	12	5	6	-1.7	4
52	Cc1nc2ccccc2n(CC(=O)Nc2cc(Cl)cc(Cl)c2)c1=O	10	-5	-3	nt	7
53	Cc1ccccc1C(=O)N1CCN(CCNC(=O)C(=O)Nc2ccc(Br)cc2)CC1	23	-3	7	0.6	-1
54	CC(=O)/C(N=Nc1c(C)n(C)n(-c2ccccc2)c1=O)=C(\C)O	24	4	12	nt	-12
55	COc1ccc(N2CCN(C(C)C(=O)N3CCCC3)CC2)cc1 (configuration not stated)	4	10	14	nt	1
56	Cn1c(=O)c2cc(NC(=O)CCc3ccccc3)ccc2n1-c1ccccc1F	nt	nt	nt	-0.7	114*
57	CCOC(=O)c1sc(NC(=O)c2ccc(CC)s2)nc1C	-5	-3	2	-1.4	3
58	OCCN(Cc1ccccc1)Cc1cccc(Cl)c1Cl	-3	6	-7	nt	-4
59	COc1ccccc1OCCc1nnc(N)s1	10	-3	-1	11	-1
60	COc1cc(NC(=O)n2ncc3cc(Cl)ccc32)cc(OC)c1	27	-9	5	-1.5	1

entry	SARS 3CLpro inh	Vc quorum ag	PriA SSB inh	GDH-TPI counter	UGM FP inh
46	nt	0.5	nt	-1	nt
47	2	i	-15	3	1.5
48	3	-0.1	-14	-11	0.7
49	-1	-0.7	-1	4	-1.2
50	4	-0.2	8	5	2.6
51	-1	-0.5	-5	-1	2.3
52	5	-1.8	-9	12	0.5
53	2	-0.1	39*	-7	4.8
54	1	-0.5	nt	9	3.6
55	-3	-1.6	1	7	2.2
56	nt	i	nt	13	nt
57	-2	13	-4	3	-2.2
58	-2	-7.1	-34	2	-2.6
59	7	-0.5	-6	4	0.9
60	0	0.6	-3	6	2.7

# Remaining list, next part.
entry	canonical_smiles	DUSP3 inh	Rv3671c inh	MazF activator	BioA inh	Mtb FBA inh
61	C=CCN=C1N[C@@H](c2ccccc2)C(C(=O)OC)=C(C)N1CCOC	17	-2	3	-0.7	0
62	CNC(=S)N1CCC(NC(=O)C(Cc2ccc(F)cc2)NC(C)=O)CC1 (configuration not stated)	3	-3	-4	nt	6
63	COc1ccc(C(=O)N2CC(c3ccccc3)CC2=O)cc1 (configuration not stated)	-1	4	5	nt	1
64	Nc1ccc2cc(Br)ccc2c1	6	9	-2	-0.3	8
65	CCNc1nc(Oc2ccc(=O)[nH]n2)nc(N2CCOCC2)n1	12	0	1	-0.5	0
66	Cn1c(=O)c(=O)n(C)c2cc(S(=O)(=O)N3CCCC3C(=O)Nc3ccc(F)cc3)ccc21 (configuration not stated)	29	-12	3	-0.4	2

entry	SARS 3CLpro inh	Vc quorum ag	PriA SSB inh	GDH-TPI counter	UGM FP inh
61	-8	i	-18	-5	-1.4
62	-3	-0.3	-10	2	-0.3
63	-1	-1.3	-3	-3	-1.3
64	-1	-2.1	34&12	6	-7.1
65	2	-0.2	-3	2	2.0
66	2	-0.4	2	14	1.2
